MEKK3 PB1 HTS – modulators (inhibitors or enhancers) of MEK5 binding to human MEKK3 PB1 domain; Q99759; bead-based flow cytometry, Alexa488-MEK5 binding to MEKK3; actives lie on both sides; 0 = blocked by unlabeled MEK5, 100 = vehicle; binding response (% of control), % at 10 µM; actives 1.4% (n = 290,000);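 active = binding response more than 3 SD above or below the average of its plate-row segment, actives on both sides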;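 also: Alexa488 bead fluorescence after subtracting the streptavidin-only scavenger bead signal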
Target sequence (Q99759 whole entry, looked up, the tested form may be a part): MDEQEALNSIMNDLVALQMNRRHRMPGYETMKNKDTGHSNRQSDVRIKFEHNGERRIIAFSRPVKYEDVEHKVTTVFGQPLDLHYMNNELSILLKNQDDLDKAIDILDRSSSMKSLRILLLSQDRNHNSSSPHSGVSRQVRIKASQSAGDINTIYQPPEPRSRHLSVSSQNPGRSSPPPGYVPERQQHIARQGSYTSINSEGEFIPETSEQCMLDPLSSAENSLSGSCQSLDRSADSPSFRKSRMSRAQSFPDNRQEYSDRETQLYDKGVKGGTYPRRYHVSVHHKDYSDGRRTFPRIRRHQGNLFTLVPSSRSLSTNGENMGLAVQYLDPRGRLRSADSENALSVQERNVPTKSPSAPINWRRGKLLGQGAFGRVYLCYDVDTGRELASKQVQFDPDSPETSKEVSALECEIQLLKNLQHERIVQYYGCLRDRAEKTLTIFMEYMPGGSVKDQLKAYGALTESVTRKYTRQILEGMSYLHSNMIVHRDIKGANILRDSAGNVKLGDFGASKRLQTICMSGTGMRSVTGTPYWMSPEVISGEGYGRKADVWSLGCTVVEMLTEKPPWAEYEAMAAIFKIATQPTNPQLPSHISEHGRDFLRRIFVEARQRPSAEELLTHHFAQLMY
HCV NS3 hel inh – inhibitors of Hepatitis C virus NS3 helicase. actives 0.56% (n = 290,000). inhibition, % at 10.9 µM. NS3 helicase DNA unwinding, Cy5 molecular beacon fluorescence;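 active = inhibition above the mean of all tested compounds plus 3 SD, set per campaign, cut at about 35% in these data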;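 also: 0% = DMSO wells and 100% = thioflavine S control wells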
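Assay system: hepatitis C virus NS3 helicase domain fragment enzyme. Also added: annealed dual-labelled DNA beacon duplex, ATP-started. Timing: 1 h reaction at 25 °C, ATP-initiated. Technique: Cy5 fluorescence at 0 and 60 min, beacon hairpin quenching. Evaluation: % inhibition of unwinding. Replication: one well per compound.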
pCIP destab – lowers stability of the mouse p/CIP coactivator protein. Q05BA5. F442A p/CIP-EGFP cells, EGFP fluorescence, 16 h. decrease of EGFP signal, % at 10 µM. actives 0.01% (n = 290,000). AID 1984;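 active = EGFP signal decrease of at least 30% at 10 µM or well 3 SD below plate mean, unless failing retest; inactive = the rest, including hits failing retest or dose response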; also: some compounds called inactive have numbers as strong as hits; many of its hits are not listed in these tables
VIM-2 inh – inhibitors of Pseudomonas aeruginosa VIM-2 metallo-beta-lactamase; inhibition, % at 5.6 µM; purified VIM-2, nitrocefin hydrolysis, epi-absorbance fluorescence; actives 0.89% (n = 290,000);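 active = inhibition above the mean of all tested compounds plus 3 SD, cutoff set per screening run, cut at about 7.5% in these data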;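 also: red hydrolysis product quenches plate fluorescence so inhibitors raise well fluorescence; 0% = enzyme with DMSO and 100% = DMSO without enzyme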
DNA FID counter – displaces DNA intercalator in HCV helicase counter-screen; actives 0.17% (n = 290,000); inhibition, % at 7.9 µM; DNA fluorescent intercalator displacement, fluorescence; in the data active = inhibition above about 37%;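 also: 0% = vehicle and 100% = reference compound; higher means more ethidium bromide displaced from hairpin DNA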
IDE act – IDE (human) activation, cell-based; activation, % at 5.96 µM; actives 0.073% (n = 340,000); AID 493087; HEK cells, FAbeta-B cleavage, fluorescence polarization; 0% vehicle, 100% cell-free pure enzyme wells;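 active = activation above the mean of all tested compounds plus 3 SD, set per screening campaign, cut at about 17% in these data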
UBC9 SUMO inh – blocks human SUMOylation mediated by UBC9; actives 0.36% (n = 290,000); AID 2006; P63279; inhibition, % at 35 µM; HTRF SUMOylation assay, SAE1/SAE2 + UBC9, in vitro; in the data active = inhibition above about 50%, passing the limit was not always enough; also: strong numbers were not always called active
Target sequence (P63279 whole entry, looked up): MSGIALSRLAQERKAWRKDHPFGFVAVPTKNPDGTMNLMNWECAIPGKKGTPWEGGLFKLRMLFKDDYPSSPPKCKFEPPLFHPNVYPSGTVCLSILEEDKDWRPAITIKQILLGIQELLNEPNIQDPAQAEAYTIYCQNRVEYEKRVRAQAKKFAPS
IMP-1 inhibitor – inhibitors of Pseudomonas aeruginosa IMP-1 metallo-beta-lactamase | purified IMP-1, nitrocefin hydrolysis, epi-absorbance fluorescence | inhibition, % at 5.6 µM | actives 0.45% (n = 290,000) | AID 1556;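 active = inhibition above the mean plus 3 SD of all compounds in the same screening run, cut at about 4.5% in these data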;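 also: 0% = IMP-1 with DMSO and 100% = DMSO wells lacking enzyme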
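System: purified IMP-1 / Input: IMP-1 dispensed at 0.2 nM / Medium: 50 mM HEPES pH 7.1, 50 µM ZnSO4, 0.05% Brij 35 / Timing: 15 min enzyme–compound preincubation, then 25 min nitrocefin reaction, 25 °C / Technique: plate fluorescence quenching by hydrolysis product, ex 480/em 530 nm / Repeats: singlicate testing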
PHOSPHO1 inh – inhibitors of human PHOSPHO1 phosphatase | Q8TCT1 | recombinant PHOSPHO1, absorbance phosphatase assay | inhibition, % at 13.3 µM | actives 1.1% (n = 290,000) | AID 1565; in the data active = inhibition above about 60%
Target sequence (Q8TCT1 whole entry, looked up): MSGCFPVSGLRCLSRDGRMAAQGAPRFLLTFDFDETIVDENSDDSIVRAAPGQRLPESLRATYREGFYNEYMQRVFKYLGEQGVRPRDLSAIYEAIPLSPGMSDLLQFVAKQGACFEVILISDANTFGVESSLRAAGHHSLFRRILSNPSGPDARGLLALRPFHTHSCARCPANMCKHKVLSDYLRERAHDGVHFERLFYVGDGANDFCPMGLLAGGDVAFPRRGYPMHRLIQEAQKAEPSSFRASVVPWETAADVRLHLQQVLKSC
The depositor's hits bear a star; / = no result given; & = joins results of further samples.

SMILES	MEKK3 PB1 HTS	HCV NS3 hel inh	pCIP destab	VIM-2 inh	DNA FID counter	IDE act	UBC9 SUMO inh	IMP-1 inhibitor	PHOSPHO1 inh
CCn1cc(C(=O)NCCCN(C)c2ccccc2)c(=O)c2cc(S(=O)(=O)N(C)C)ccc21	92	-11	-9	-2.5	5	-3	-8	-1.7	6
CC1CN(C(=O)c2ccc3c(c2)OCO3)OC(c2ccccc2)O1 (configuration not stated)	109	-6	-10	5.1	1	3	-4	-3.6	22
Cc1nc(-c2c(-c3ccc(O)cc3O)noc2C(F)(F)F)cs1	102	-16	-18	-1.4	-2	8	-19	-4.4	-39
CC(=O)Nc1ccc(S(=O)(=O)Nc2nc3ccccc3nc2Nc2cccc(O)c2)cc1	96	3	-23	-2.5	-10	0	12	-1.9	16
S=C(Nc1ccccc1)c1ccccn1	76	0&2	0&-11	-4.7&-4.0	2&-2	-5	-25&17	-2.2&-3.4	-138&-3
CCn1cc(C(=O)NCCCN2CC(C)CC(C)C2)c2cc(OC)c(OC)cc2c1=O (configuration not stated)	121	2	-12	-3.2	6	3	3	-2.5	0
O=[N+]([O-])c1ccc(N2CCOCC2)cc1SCc1ccco1	103	9	-3	-0.1	-1	-1	15	-4.0	3
O=C(O)c1ccc2c(c1)C(=O)N(c1cccc(-c3nc4ccccc4s3)c1)C2=O	109	11	-5	-3.2	-5	3	70*	-1.8	-25
CCN(CC)CCOc1ccc(Br)cc1	98	-9	-6	1.0	9	-4	-2	0.9	17
Cc1ccccc1OCC(=O)Nc1nnc(-c2ccncc2)s1	102	5	-2	-3.4	-19	1	9	-2.5	57
CCC1C(=O)N=C(SCC(=O)Nc2ccccc2)NC1=O (configuration not stated)	110	-1	4	-2.5	3	3	-2	-2.1	14
Cc1ccc(S(=O)(=O)CC(=O)Nc2cc(C)on2)cc1	99	4	-14	-1.5	-4	0	20	-1.1	28
COc1ccc(NC(=O)c2c(NC(=O)CNCc3ccco3)sc3c2CCC3)cc1	101	1	4	-2.1	-10	6	17	-3.7	3
CCOCCOC(=O)C(C)Oc1ccc(Oc2nc(Cl)ccc2Cl)cc1 (configuration not stated)	100	3	-13	-0.4	-24	-1	-14	-0.8	32
Cc1ccc(S(=O)(=O)N(C)C)cc1NC(=S)NC1CCCC(C)C1C (configuration not stated)	101	2	-8	-2.5	-14	0	-12	-2.4	3

One compound at a time (already shown). Values in the order: MEKK3 PB1 HTS | HCV NS3 hel inh | pCIP destab | VIM-2 inh | DNA FID counter | IDE act | UBC9 SUMO inh | IMP-1 inhibitor | PHOSPHO1 inh
COc1ccc(NC(=O)c2c(NC(=O)CNCc3ccco3)sc3c2CCC3)cc1 is listed with 101 | 1 | 4 | -2.1 | -10 | 6 | 17 | -3.7 | 3
CCn1cc(C(=O)NCCCN2CC(C)CC(C)C2)c2cc(OC)c(OC)cc2c1=O (configuration not stated) is listed with 121 | 2 | -12 | -3.2 | 6 | 3 | 3 | -2.5 | 0
CC(=O)Nc1ccc(S(=O)(=O)Nc2nc3ccccc3nc2Nc2cccc(O)c2)cc1 is listed with 96 | 3 | -23 | -2.5 | -10 | 0 | 12 | -1.9 | 16
O=[N+]([O-])c1ccc(N2CCOCC2)cc1SCc1ccco1 is listed with 103 | 9 | -3 | -0.1 | -1 | -1 | 15 | -4.0 | 3
S=C(Nc1ccccc1)c1ccccn1 is listed with 76 | 0&2 | 0&-11 | -4.7&-4.0 | 2&-2 | -5 | -25&17 | -2.2&-3.4 | -138&-3

Additional records
SMILES	MEKK3 PB1 HTS	HCV NS3 hel inh	pCIP destab	VIM-2 inh	DNA FID counter	IDE act	UBC9 SUMO inh	IMP-1 inhibitor	PHOSPHO1 inh
CCc1nnc(NC(=O)CSc2sc3c(O)cc(=O)[nH]c3c2C#N)s1	102	17	-12	-3.0	-16	-1	34	-4.7	-19
CC(=O)Nc1ccc(NC(=O)c2ccccc2CC[N+](=O)[O-])cc1	103	3	0	0.1	-2	-2	17	-0.6	8
CC(=O)N1c2ccc(S(=O)(=O)N3CCCCC3)cc2CC1C(=O)Nc1ccc(F)cc1C (configuration not stated)	105	0	-2	0.2	-34	-7	-1	-1.4	28
N#CCC(=O)Nc1ccc(C(=O)NCCC(c2ccccc2)c2ccccc2)cc1	106	-2	-16	-1.4	-23	-6	-1	-0.3	18
CN(C)CCSc1nc(N)c2c3c(sc2n1)CN(C)CC3	77	5	-9	1.8	17	4	22	-1.4	44
CCOC(=O)C(C)Sc1nc(C2CC2)cc(C(F)(F)F)c1C#N (configuration not stated)	99	-2	-15	-2.1	-14	1	-4	-1.4	-33
C=CCn1cc(CN2CCC(C(=O)Nc3ccc(Oc4cccnc4)cc3)CC2)c(C)n1	104	-3	11	-1.1	17	-5	9	-1.9	38
CC1CCN(C(=O)CCNS(=O)(=O)c2ccccc2)CC1	102	0	-1	-2.2	-5	5	16	-2.1	-78
CC(=O)C1=C(c2ccccc2)NC(=O)NC1c1ccccc1OCC(=O)NCc1ccccc1 (configuration not stated)	102	-4	8	-2.2	-41	0	-5	-3.9	2
COc1ccccc1N1CCN(S(=O)(=O)CCNC(=O)C2CC(=O)N(c3ccccc3)C2)CC1 (configuration not stated)	99	6	-5	-4.6	-60	3	3	-3.5	55
S=C(NCC1CCCO1)N1CCN(Cc2ccccc2Cl)CC1 (configuration not stated)	94	2	-10	-1.6	-11	-3	-2	-3.1	4
Cc1ccc(NC2CC(=O)N(c3cccc([N+](=O)[O-])c3)C2=O)cc1 (configuration not stated)	105	12	4	-1.8	-3	-2	5	-1.1	41
COc1ccc(N2CCN(C(=S)NCc3ccccc3)CC2)cc1	106	-6	-11	-2.7	-8	-1	0	-3.7	47
COc1ccc(-c2csc3nc(-c4cccnc4)nc(N4CCC(C(N)=O)CC4)c23)cc1OC	92	-15	-7	0.4	-41	-1	8	-1.6	-8
CCCCNC(=O)CC1S/C(=N/N=C/c2ccc(OC)cc2)NC1=O (configuration not stated)	102	-5	10	-2.3	-6	2	12	-2.3	-11
CCC(=O)NC(=S)Nc1ccc(NC(=O)c2ccc(OC)cc2)cc1	100	-1	-8	-3.5	0	3	-2	-1.9	6
NC(=O)C(CC(=O)O)NC(=O)[C@@H]1CCCCNc2c(I)cc([N+](=O)[O-])cc2C(=O)N[C@@H](CO)C(=O)NCC(=O)N1 (some centres not stated)	99	18	-12	-1.6	-19	/	9	-3.9	4
Cc1ccc2nc(-c3cccs3)oc(=O)c2c1	99	4	-2	-1.6	-7	7	5	-3.4	36
CCN1C(=O)/C(=C2\SC(N3CCOCC3)=NC2=O)c2ccccc21	101	-3	-3	15*	-2	-2	-6	-1.5	32
O=C(CC1SC(=O)N(Cc2ccc(Cl)cc2)C1=O)Nc1nccs1 (configuration not stated)	103	-7	-3	-1.4	6	6	7	-1.9	-6
COC(=O)Cn1cc(/C=C(/C#N)C(=O)N2CCOCC2)c2ccccc21	95	-3	-8	-2.1	10	-6	15	-2.2	33
Oc1ccccc1N1CCN(c2nc(-c3cccs3)nc3ccccc23)CC1	101	-4	-8	-1.2	-8	2	-28	-0.9	30
CCOC(=O)CCC(=O)Nc1cccc([N+](=O)[O-])c1	100	-3	2	-0.7	6	1	7	-4.9	-7
CCOC(=O)c1c(NC(=O)COC(=O)Cn2cnc3ccccc32)sc(C)c1C	107	-5	-12	0.3	-4	2	-22	-0.5	18
CCOC(=O)C1=C(c2ccccc2)Nc2c(c(=O)n(C)c(=O)n2C)C1c1ccc(O)c(OC)c1 (configuration not stated)	106	5	-12	0.0	-11	5	15	-0.6	-2
COC1=CC2(O)CCCC2=CC1=O (configuration not stated)	103	35	12	-2.5	-11	0	1	0.3	-2
Cc1ccc(N2C(N)=NC(N)=NC2(C)C)c(C)c1	106	-8	3	1.0	0	-3	-25	-1.0	-8
O=C(c1ccccn1)C1CCCN(Cc2nc(Cc3cccc(F)c3)no2)C1 (configuration not stated)	97	-1	-4	-1.7	-32	2	7	-2.3	32
OCC1(CCOc2ccccc2)CCN(C2Cc3ccccc3C2)CC1	105	3	-1	-0.6	8	4	0	-0.9	37
CC1CN(C)C(C)C/C1=N/Oc1ccccc1[N+](=O)[O-] (configuration not stated)	101	-2	-19	-3.4	6	2	10	-4.6	20
Cc1ccc(C)c(Cn2c3ccccc3c3cnn(CC(=O)NCCCN4CCOCC4)c(=O)c32)c1	93	-78	-12	-1.4	31	-4	3	-2.3	49
O=C(CSc1nnc(-c2cccc(S(=O)(=O)N3CCOCC3)c2)n1C1CCCCCC1)NCc1ccccc1	101	-6	-5	-5.8	-14	-4	-10	-3.5	19
COc1nc(N)c(C#N)c(-c2ccc(N(C)CCC#N)cc2)c1C#N	99	-1	15	0.5	-13	/	6	-1.1	13
Cc1oc(-c2cccs2)nc1CS(=O)CC(=O)NCc1ccc2c(c1)OCO2 (configuration not stated)	99	-1	2	-1.9	-19	-5	32	-2.0	18
COCc1cc(=O)[nH]c(SC)n1	98	-2	9	0.5	1	5	7	-3.0	-1
Cn1c(CNC(=O)Cc2ccc3c(c2)OCO3)nnc1SCc1ccccc1	101	0	-4	-2.4	-12	-3	7	-1.5	15
O=C(COc1ccccc1[N+](=O)[O-])Nc1ccc(CN2CCOCC2)cc1	103	5	-5	-2.0	-2	0	-19	-2.5	47
Cc1ccc(NC(=O)COc2nsnc2N2CCOCC2)cc1Cl	94	-3	-1	-1.4	-20	1	-8	-0.1	36
CCc1c(C)nc2cc(-c3ccccc3)[nH]n2c1=O	107	-4	-8	-0.7	-4	3	23	-1.8	24
Cc1ccc(-c2csc3ncnc(N4CCN(C)CC4)c23)cc1C	106	-2	-8	-1.6	11	-1	9	-4.7	13
N#Cc1c(NC(=O)c2nc3ncccn3n2)sc2c1CCCCC2	104	-1	-2	0.8	-2	4	-4	-2.5	17
COc1cc(NC(=O)COC(=O)CC(C)(C)C)c(C)cc1[N+](=O)[O-]	111	-9	-14	-5.0	-4	0	11	-4.2	7
CC(=O)CCc1oc2ccccc2c1-c1ccccc1	94	-1	-3	-1.8	-10	6	20	-2.5	50
O=C(N/C=N/O)C1=NOC(CNc2ncc(C(F)(F)F)cc2Cl)C1 (configuration not stated)	104	5	-9	-2.8	-2	4	8	-4.0	4
Cc1cccc(C(=O)Nc2c(C#N)c(C)c(C)n2Cc2ccccc2)c1	102	-2	0	1.4	-1	2	-15	-1.8	4
CN(C)CCCn1c(-c2ccccc2)nc(=S)c2c1CCCC2	101	12	-3	3.0	7	0	27	0.4	18
CC1=C(C(=O)Nc2cc(C(=O)N3CCN(c4cccc(C)c4)C(C)C3)ccc2C)SCCO1 (configuration not stated)	102	-9	-6	0.1	-48	-1	-5	0.7	24
O=C(CNCc1ccccc1)Nc1ccccc1-c1ccccc1	98	-3	-6	-0.8	-36	7	-8	-2.6	-2
CC(C)c1cc(CNC(=O)C2CCC(=O)N(CCc3ccc(Cl)cc3)C2)on1 (configuration not stated)	101	-2	5	-0.7	-40	3	-4	-0.7	22
O=C(O)C1CCCN1S(=O)(=O)c1ccc(Cl)cc1 (configuration not stated)	106	-1	-12	-1.2	-2	0	13	-1.1	29

From PubChem BioAssay

Only part of the results is shown, so the mix of outcomes need not match the whole.
